Compound activity as filed in PubChem BioAssay.
PAFAH1B3 FP inh: PAFAH1B3 enzyme inhibitors, primary screen, biochemical, fluorescence polarization, human; recombinant PAFAH1B3, FP-rhodamine probe; inhibition, % at 3.39 µM; Platelet-activating factor acetylhydrolase IB subunit alpha1 (Homo sapiens), Q15102; 340,000 compounds, 0.28% hits; AID 492972, 2010;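 active = inhibition above the screen-wide average of all tested compounds plus 3 SD, cut at about 25% in these data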;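 also: 0% = enzyme with DMSO only and 100% = wells lacking PAFAH1B3 protein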
Target sequence (Q15102 whole entry, looked up): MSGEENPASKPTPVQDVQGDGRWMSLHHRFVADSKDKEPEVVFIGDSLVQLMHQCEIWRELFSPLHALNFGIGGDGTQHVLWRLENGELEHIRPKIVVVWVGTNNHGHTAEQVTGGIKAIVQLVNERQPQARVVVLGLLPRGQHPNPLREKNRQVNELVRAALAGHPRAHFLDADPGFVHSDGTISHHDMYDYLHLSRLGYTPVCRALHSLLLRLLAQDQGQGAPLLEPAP
LYPLA2 inh: LYPLA2 inhibitors, primary screen, counter-screen for PME1 inhibitor project, biochemical, fluorescence polarization, FP-Rh probe ABPP. inhibition, % at 5.9 µM. Acyl-protein thioesterase 2 (Homo sapiens), O95372. recombinant LYPLA2. 320,000 compounds, 0.38% hits;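 active = inhibition above the screen-wide mean plus 3 SD, limit set per campaign, cut at about 26% in these data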;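 also: 0% = LYPLA2 with DMSO and 100% = wells lacking LYPLA2 enzyme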
pPAFAH FP inh: pPAFAH enzyme inhibitors, primary screen, biochemical, fluorescence polarization, human. Platelet-activating factor acetylhydrolase (Homo sapiens), Q13093. recombinant pPAFAH, FP-rhodamine probe fluorescence polarization. inhibition, % at 3.39 µM. 330,000 compounds, 1.5% hits. AID 463082, 2010;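 active = inhibition above the mean inhibition across the screen plus 3 SD, cut at about 25% in these data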;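 also: inhibitors block binding of the rhodamine activity-based probe so polarization drops; 0% = enzyme with DMSO and 100% = wells lacking pPAFAH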
PAFAH2 FP inh: PAFAH2 enzyme inhibitors, primary screen, biochemical, fluorescence polarization, human; inhibition, % at 3.39 µM; 340,000 compounds, 0.99% hits; recombinant PAFAH2, FP-rhodamine activity probe; Platelet-activating factor acetylhydrolase 2, cytoplasmic (Homo sapiens), Q99487; AID 492956, 2010;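 active = inhibition above the mean over all tested compounds plus 3 SD, cut at about 30% in these data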;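 also: inhibitors block probe labeling of enzyme so polarization drops; 0% = enzyme with DMSO and 100% = wells lacking PAFAH2 protein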
EBNA-1 inhibitor: EBNA-1 DNA-binding inhibitors, primary screen, biochemical, fluorescence polarization; inhibition, % at 14.8 µM; 300,000 compounds, 0.34% hits; AID 1950, 2009; in the data active = inhibition above about 28%
PREPL inhibitor: PREPL enzyme inhibitors, primary screen, biochemical, fluorescence polarization. recombinant PREPL, fluorescence polarization activity-based probe. inhibition, % at 5.96 µM. 320,000 compounds, 0.68% hits. AID 2751, 2010; in the data active = inhibition above about 43%;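 also: 0% = enzyme with DMSO and 100% = wells lacking enzyme; many of its hits are not listed in these tables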
Target sequence (Q4J6C6 whole entry, looked up): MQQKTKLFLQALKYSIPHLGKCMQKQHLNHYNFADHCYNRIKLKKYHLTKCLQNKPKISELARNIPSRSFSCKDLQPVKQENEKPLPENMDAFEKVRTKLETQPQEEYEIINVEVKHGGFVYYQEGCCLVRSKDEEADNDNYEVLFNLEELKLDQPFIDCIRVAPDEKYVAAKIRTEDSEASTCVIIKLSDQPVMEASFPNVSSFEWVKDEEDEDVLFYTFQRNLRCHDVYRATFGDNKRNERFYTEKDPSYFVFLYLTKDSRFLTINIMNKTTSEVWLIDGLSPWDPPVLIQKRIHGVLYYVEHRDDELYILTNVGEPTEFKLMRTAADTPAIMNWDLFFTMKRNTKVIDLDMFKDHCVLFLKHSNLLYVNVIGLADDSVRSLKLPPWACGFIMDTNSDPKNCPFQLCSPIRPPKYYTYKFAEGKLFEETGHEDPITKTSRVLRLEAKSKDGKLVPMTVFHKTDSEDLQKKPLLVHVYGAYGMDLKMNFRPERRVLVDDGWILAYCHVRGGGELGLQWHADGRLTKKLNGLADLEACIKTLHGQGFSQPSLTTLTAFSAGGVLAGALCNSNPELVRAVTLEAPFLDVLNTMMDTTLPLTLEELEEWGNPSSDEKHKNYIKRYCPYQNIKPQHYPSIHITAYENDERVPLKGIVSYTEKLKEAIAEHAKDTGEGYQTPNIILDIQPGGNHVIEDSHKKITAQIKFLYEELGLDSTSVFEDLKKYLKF
ZTA DNA inh: counter-screen for EBNA-1 inhibitors: inhibitors of Epstein-Barr virus ZTA; inhibition, % at 11 µM; ZTA-DNA binding, fluorescence polarization; 320,000 compounds, 0.15% hits; P03206; in the data active = inhibition above about 33%
LYPLA1 inh: LYPLA1 inhibitors, primary screen, counter-screen for PME1 inhibitor project, biochemical, fluorescence polarization, FP-Rh probe ABPP; inhibition, % at 5.9 µM; Acyl-protein thioesterase 1 (Homo sapiens), O75608; recombinant LYPLA1; 320,000 compounds, 0.16% hits;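 active = inhibition above the mean of all tested compounds plus 3 SD, set per campaign, cut at about 14% in these data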;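 also: inhibitors block serine hydrolase probe labeling of LYPLA1 so polarization falls; 0% = enzyme with DMSO and 100% = wells lacking LYPLA1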
PAFAH1B2 FP inh: PAFAH1B2 enzyme inhibitors, primary screen, biochemical, fluorescence polarization, human; recombinant PAFAH1B2, FP-rhodamine activity probe; inhibition, % at 3.39 µM; 340,000 compounds, 1.2% hits; AID 492953, 2010;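 active = inhibition above the mean of all tested compounds plus 3 SD, cut at about 24% in these data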;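 also: 0% = enzyme with DMSO and 100% = wells lacking PAFAH1B2; many of its hits are not listed in these tables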
An asterisk follows results filed as active; nt = no result given.

SMILES | PAFAH1B3 FP inh | LYPLA2 inh | pPAFAH FP inh | PAFAH2 FP inh | EBNA-1 inhibitor | PREPL inhibitor | ZTA DNA inh | LYPLA1 inh | PAFAH1B2 FP inh
COc1cc(CNC(C)c2ccccc2)cc(Br)c1OCc1ccc(F)cc1 (configuration not stated) | 4 | -6 | 5 | -1 | 1 | -19 | 16 | -1 | 0
CCn1c(SCCN2CCCCC2)nnc1-c1ccc(S(=O)(=O)N2CCOCC2)cc1 | 2 | -3 | 1 | -1 | 2 | 8 | -8 | 0 | 2
O=C(Nc1ccc(F)cc1F)c1cccnc1 | 5 | 3 | -9 | 3 | -10 | 0 | 5 | 0 | 5
Cc1cccc2cc(C#N)c(SCC(=O)N3CC(=O)Nc4ccccc43)nc12 | -20 | -19 | 2 | -16 | 1 | -9 | 10 | -9 | -4
COC(=O)c1ccc(COC(=O)CSCC(=O)Nc2ccc(C)cc2C)cc1 | 8 | nt | 1 | 1 | nt | 2 | nt | nt | 7
Nc1nnc(SCC(=O)NC2CCCCCCC2)s1 | -1 | -2 | -5 | 9 | 8 | -1 | -6 | 1 | 2
O=C(c1ccc(S(=O)(=O)N2CCCCCC2)cc1)N1CCN(Cc2ccccc2)CC1 | -1 | 5 | 0 | 9 | nt | 4 | 5 | -1 | 2
COc1ccc(C2=NN(C(=O)/C=C/c3ccccc3)C(c3ccccc3)C2)c(OC(C)=O)c1 (configuration not stated) | 8 | 10 | 1 | -6 | 7 | 5 | 21 | 0 | 0
CCOC(=O)N1CCN(C(=O)c2ccc3nc(SCc4ccc(F)cc4)n(C)c3c2)CC1 | -6 | 28* | -7 | -1 | -13 | 37 | -2 | -28 | -2
COc1ccc(-c2nnc3ccc(SCC(N)=O)nn23)cc1OC | 1 | 5 | 2 | 6 | 3 | 6 | 10 | 3 | -1
CN(C1CCCCC1)C(CNS(=O)(=O)c1ccccc1)c1ccccc1 (configuration not stated) | 12 | 0 | 3 | 14 | -7 | -32 | -2 | 2 | 7
COc1cc(C(c2sc3nc(C)nn3c2O)N2CC(C)OC(C)C2)cc(OC)c1OC (configuration not stated) | -2 | -3 | 4 | -2 | -1 | -8 | 2 | -2 | 1
c1ccc(-c2nc(N3CCCCCC3)nc(-n3ccnc3)n2)cc1 | 3 | 1 | 0 | -2 | 6 | -5 | 16 | -3 | 0
O=[N+]([O-])c1ccccc1/C=C/C=N/n1c(-c2ccccc2)n[nH]c1=S | 5 | 4 | 5 | -1 | 8 | 2 | 12 | 2 | -1
O=C(NNC(=O)C1COc2ccccc2O1)c1ccccc1 (configuration not stated) | 11 | -1 | -1 | -2 | -2 | 15 | -8 | -1 | 1
Cc1cccc(NC(=O)Nc2cccc(Oc3c(F)c(F)c(F)c(F)c3F)c2)c1 | 4 | -90 | -40 | -46 | 19 | 8 | -14 | -50 | -2
COc1ccccc1/C=C/CN1CCN(Cc2ccc(C)o2)C(CCO)C1 (configuration not stated) | 5 | 0 | -10 | -5 | 3 | 7 | -3 | -2 | -3
O=C(C=C1SCCS1)/C=C/c1ccco1 | 8 | 7 | 25* | 8 | 8 | -11 | 2 | -1 | 4
O=C(Nc1ccccc1F)NC1CCCc2ccccc21 (configuration not stated) | 1 | -2 | 0 | 3 | 1 | 3 | 1 | 0 | 6
C/C(=N\NC(=O)c1cnccn1)c1ccc([N+](=O)[O-])cc1 | 0 | 10 | 2 | -5 | -3 | 5 | -10 | 5 | -1
O=C(N/N=C/c1ccc(F)cc1)c1cc[n+]([O-])cc1 | 4 | 1 | 5 | 1 | -12 | -12 | -14 | -4 | 1
Cc1csc(/C(C#N)=N/O)n1 | -3 | 3 | 3 | 7 | 2 | 9 | -5 | -2 | 2
COc1ccc(-n2c(-c3ccc(Br)cc3)nc(=S)c3c2CCCC3)cc1 | -9 | -1 | 0 | -14 | 10 | -2 | -13 | 3 | -4
COc1ccc(CC2(CO)CCN(Cc3cnn(-c4ccccc4)c3)CC2)cc1 | 1 | 6 | 5 | 2 | 2 | 3 | -2 | 0 | 4
Cc1nc2ccccc2c2nc3ccccc3n12 | 12 | 0 | 5 | 5 | 13 | 1 | 11 | -1 | 7
Cc1cccc(Nc2ncnc3onc(-c4cccc(Cl)c4)c23)c1 | -4 | 18 | 2 | -7 | 9 | 4 | 5 | 0 | 6
CN(CC(=O)Nc1cccc(F)c1)C(=O)c1ccc(N2C(=O)c3ccccc3C2=O)cc1 | 5 | 2 | -4 | -4 | nt | 17 | -16 | 2 | 3
CCOC(=O)C1CN(S(=O)(=O)c2ccc(C)cc2)c2ccccc2O1 (configuration not stated) | 5 | 2 | -2 | -4 | 1 | 2 | -1 | 2 | -1
CC(=O)Nc1nc(SCC(=O)NCC2CCCO2)[nH]c(=O)c1NC(=O)c1cccs1 (configuration not stated) | 8 | -3 | 6 | -10 | -8 | -2 | -12 | -4 | -1
CCn1cc(C(=O)Nc2ccc(OC)c(OC)c2)c2cc(OC)c(OC)cc2c1=O | 2 | 1 | 3 | -1 | -3 | 4 | 6 | 1 | 3
Oc1ccc(-c2ccccc2)cc1CN1CCCCCC1 | -6 | 4 | 4 | -1 | -6 | 25 | 11 | 4 | 4
COc1cc(OC)c(C2C(C(=O)Nc3ccccc3)=C(C)Nc3ncnn32)cc1OC (configuration not stated) | 0 | 3 | 4 | -8 | -2 | 7 | -1 | 0 | -3
Cc1ccc(S(=O)(=O)N2CCCCC2)cc1C(=O)Nc1ccc(N2CCOCC2)cc1 | 3 | -2 | 5 | 2 | 4 | 6 | -9 | 4 | 5
O=C(N[C@@H](Cc1ccc(O)cc1)C(=O)O)C(c1ccccc1)c1ccccc1 | 6 | -2 | 2 | -6 | 3 | 9 | -5 | 1 | 12
O=C(O)CSc1nc(-c2ccccc2)cc(=O)[nH]1 | 13 | 3 | 2 | -2 | 4 | 1 | 5 | -1 | 3
Cc1n[nH]c(=S)n1/N=C/c1ccccc1OCc1ccc(Cl)cc1Cl | -4 | 1 | 4 | -3 | 14 | 35 | 4 | 3 | 2

Limited to pPAFAH FP inh and PAFAH1B3 FP inh, for 2 of the compounds above:
Molecule	pPAFAH FP inh	PAFAH1B3 FP inh
O=C(N[C@@H](Cc1ccc(O)cc1)C(=O)O)C(c1ccccc1)c1ccccc1	2	6
Cc1nc2ccccc2c2nc3ccccc3n12	5	12

Shown as a markdown table: entries from further up.
| Compound | PAFAH1B3 FP inh | LYPLA2 inh | pPAFAH FP inh | PAFAH2 FP inh | EBNA-1 inhibitor | PREPL inhibitor | ZTA DNA inh | LYPLA1 inh | PAFAH1B2 FP inh |
| --- | --- | --- | --- | --- | --- | --- | --- | --- | --- |
| COc1ccc(-n2c(-c3ccc(Br)cc3)nc(=S)c3c2CCCC3)cc1 | -9 | -1 | 0 | -14 | 10 | -2 | -13 | 3 | -4 |
| COc1ccc(CC2(CO)CCN(Cc3cnn(-c4ccccc4)c3)CC2)cc1 | 1 | 6 | 5 | 2 | 2 | 3 | -2 | 0 | 4 |
| Cc1nc2ccccc2c2nc3ccccc3n12 | 12 | 0 | 5 | 5 | 13 | 1 | 11 | -1 | 7 |
| Cc1cccc(Nc2ncnc3onc(-c4cccc(Cl)c4)c23)c1 | -4 | 18 | 2 | -7 | 9 | 4 | 5 | 0 | 6 |
| CN(CC(=O)Nc1cccc(F)c1)C(=O)c1ccc(N2C(=O)c3ccccc3C2=O)cc1 | 5 | 2 | -4 | -4 | nt | 17 | -16 | 2 | 3 |
| CCOC(=O)C1CN(S(=O)(=O)c2ccc(C)cc2)c2ccccc2O1 (configuration not stated) | 5 | 2 | -2 | -4 | 1 | 2 | -1 | 2 | -1 |
| CC(=O)Nc1nc(SCC(=O)NCC2CCCO2)[nH]c(=O)c1NC(=O)c1cccs1 (configuration not stated) | 8 | -3 | 6 | -10 | -8 | -2 | -12 | -4 | -1 |
| CCn1cc(C(=O)Nc2ccc(OC)c(OC)c2)c2cc(OC)c(OC)cc2c1=O | 2 | 1 | 3 | -1 | -3 | 4 | 6 | 1 | 3 |
| Oc1ccc(-c2ccccc2)cc1CN1CCCCCC1 | -6 | 4 | 4 | -1 | -6 | 25 | 11 | 4 | 4 |
| COc1cc(OC)c(C2C(C(=O)Nc3ccccc3)=C(C)Nc3ncnn32)cc1OC (configuration not stated) | 0 | 3 | 4 | -8 | -2 | 7 | -1 | 0 | -3 |
| Cc1ccc(S(=O)(=O)N2CCCCC2)cc1C(=O)Nc1ccc(N2CCOCC2)cc1 | 3 | -2 | 5 | 2 | 4 | 6 | -9 | 4 | 5 |

Going on with the list.
SMILES | PAFAH1B3 FP inh | LYPLA2 inh | pPAFAH FP inh | PAFAH2 FP inh | EBNA-1 inhibitor | PREPL inhibitor | ZTA DNA inh | LYPLA1 inh | PAFAH1B2 FP inh
Cc1ccc(NC(=O)CCC(=O)c2cccs2)cc1F | 12 | 5 | -3 | 12 | 7 | 15 | -14 | 2 | 0
COc1ccc2ccccc2c1C1CC(=O)N2CN(C)CSC2=C1C#N (configuration not stated) | 10 | 2 | 3 | 10 | -8 | -7 | -5 | 1 | 5
CCOc1ccc(N(C(=O)c2snc(C(N)=O)c2N)C(CC)C(=O)NC2CCCC2)cc1 (configuration not stated) | -3 | 2 | 4 | -2 | 7 | -1 | -7 | 1 | -1
CCOC(=O)Cc1c(C)nc2c(-c3ccccc3)c(-c3ccccc3)[nH]n2c1=O | 0 | -2 | 6 | 15 | -5 | 5 | 8 | -1 | 8
CCOP(=O)(OCC)C(NC(=O)Nc1ccccc1)c1ccccc1 (configuration not stated) | 2 | 2 | -2 | 1 | 6 | 6 | -12 | 0 | -1
CN(C)S(=O)(=O)c1cc(NC(=O)CN2CCN(c3ccccc3O)CC2)ccc1Cl | 1 | -1 | 7 | -8 | 13 | 0 | 22 | -1 | -1
O=C(CN1CCN(c2ccccn2)CC1)Nc1ccc(Oc2ccccc2)cc1 | 2 | 3 | 17 | 3 | -3 | 15 | -12 | 4 | 1
CCOc1ccccc1NC(=O)CCCc1nc2ccccc2c(=O)[nH]1 | -3 | -1 | 3 | 8 | 1 | 5 | 11 | 2 | -1
CN1CCN(C(=O)c2ccc(-c3nn(C)c(=O)c4ccccc34)cc2)CC1 | 2 | 0 | -2 | 0 | 4 | 16 | -1 | 2 | -1
CCOC(=O)N1CCC2(CC1)CC(=O)c1cc(O)ccc1O2 | 12 | 7 | -5 | -6 | -4 | 2 | -32 | 5 | 3
O=C(NC1CCN(Cc2ccccc2)C1)c1cc(S(=O)(=O)N2CCOCC2)ccc1Cl (configuration not stated) | -1 | -3 | -2 | 1 | nt | 19 | -1 | 1 | -2
COc1ccc([C@H]2CC(=O)C=C(c3ccc4[nH]ccc4c3)C2)cc1OC | 14 | 13 | 6 | 7 | nt | 8 | 9 | 6 | -2
Cn1cccc1/C=N/NC(=O)c1cccnc1 | 3 | 3 | 4 | 1 | 0 | -3 | -11 | 0 | 5
CCC(Sc1nc(=O)cc(N)n1CCc1ccccc1)C(=O)Nc1cc(C)on1 (configuration not stated) | 8 | -1 | -1 | 3 | 5 | -11 | 8 | 3 | 2

Some of the compounds tested, so the mix of outcomes need not match the whole.
